# From PubChem BioAssay
# CaV13 FRET inh: Primary screen for inhibitors of IQ motif and Ca2+-dependent inactivation inhibitor domain binding in CACNA1D, Förster resonance energy transfer in living cells, …; actives 0.098% (n = 340,000); HEK cells, CFP/YFP FRET ICDI-IQ, plate reader, 10 min; percent FRET-ratio fall versus neutral wells; AID 743397; inhibition, % at 12.3 µM;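 active = mean replicate inhibition of at least 30% and at least 1% of replicates passing that level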;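 also: 0% = median of the neutral control wells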
# HIF-2a inh: HIF-2a inhibition; actives 0.72% (n = 360,000); AID 624352; 786-0 RCC cells HIF-2a reporter, luciferase luminescence, overnight; inhibition, % at 18.8 µM;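 active = inhibition of the luminescence signal of 40% or more relative to plate controls, in a single-dose primary screen at 18.75 µM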
# H9c2 protect: myocardial damage modulation in H9c2 cells; AID 588492; H9c2 cardiomyocytes, H2O2 injury protection, ATPLite, 2 h; actives 0.63% (n = 360,000); protection from H2O2 cell death, % at 20 µM;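 active = compounds giving at least 50% protection of heart cells from peroxide-induced death in the single-dose screen, raw or plate-pattern-corrected value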;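 also: 0% = DMSO wells with peroxide and 100% = DMSO wells without peroxide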
# MITF TRPM1 inh: reduces MITF-dependent TRPM1 promoter luciferase signal; SK-MEL-5 TRPM1 promoter luciferase, 24 h; inhibition, % at 12.5 µM; actives 0.83% (n = 330,000);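 active = mean inhibition across replicates of 60% or more, whatever share of single replicates reaches that level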; also: values of inactives mirror those of a sister screen read the other way
# iPSC survival up: enhancers of human iPSC single-cell survival; hiPSC single-cell survival, ATPlite luminescence; 100% = ROCK inhibitor wells, 0% = DMSO; survival enhancement, % at 20 µM; actives 0.044% (n = 360,000); AID 602274; in the data active = survival enhancement above about 18%;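 also: cells exposed to compounds for 16 hours before the ATP read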
# PDI inh: inhibitors of human protein disulfide isomerase. actives 0.052% (n = 350,000). inhibition, % at 10 µM. P07237. PDI insulin aggregation turbidity, A650, 90 min. AID 588391;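 active = mean inhibition across replicates of 30% or more, whatever share of single replicates reach that level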;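 also: absorbance from insulin aggregation driven by PDI reduction with DTT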
# Target sequence (P07237 whole entry, looked up): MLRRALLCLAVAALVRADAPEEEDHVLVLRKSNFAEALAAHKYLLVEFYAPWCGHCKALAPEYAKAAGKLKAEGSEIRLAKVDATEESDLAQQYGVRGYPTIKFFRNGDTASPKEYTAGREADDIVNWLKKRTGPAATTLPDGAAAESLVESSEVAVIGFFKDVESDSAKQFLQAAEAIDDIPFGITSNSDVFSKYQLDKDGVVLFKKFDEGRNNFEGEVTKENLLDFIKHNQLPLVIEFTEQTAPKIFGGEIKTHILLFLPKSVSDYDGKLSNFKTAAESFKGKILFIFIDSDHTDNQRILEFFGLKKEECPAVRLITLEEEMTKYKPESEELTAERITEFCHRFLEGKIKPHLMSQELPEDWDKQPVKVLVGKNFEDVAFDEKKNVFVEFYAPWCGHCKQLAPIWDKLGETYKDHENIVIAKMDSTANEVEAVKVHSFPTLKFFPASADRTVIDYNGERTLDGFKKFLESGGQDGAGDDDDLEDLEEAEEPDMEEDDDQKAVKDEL
# NR2E3 ag-1: activates human photoreceptor nuclear receptor NR2E3; GST-NR2E3/biotin-RetCOR TR-FRET, 1536-well; inhibition of corepressor binding, % at 4.78 µM; actives 0.12% (n = 320,000); AID 2300;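 active = percent inhibition above the cutoff of mean plus 3 SD of all tested compounds, set per screening campaign, cut at about 20% in these data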;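 also: 0% = DMSO wells and 100% = biotin wells as full block of FRET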
# Target sequence (Q9Y5X4 whole entry, looked up): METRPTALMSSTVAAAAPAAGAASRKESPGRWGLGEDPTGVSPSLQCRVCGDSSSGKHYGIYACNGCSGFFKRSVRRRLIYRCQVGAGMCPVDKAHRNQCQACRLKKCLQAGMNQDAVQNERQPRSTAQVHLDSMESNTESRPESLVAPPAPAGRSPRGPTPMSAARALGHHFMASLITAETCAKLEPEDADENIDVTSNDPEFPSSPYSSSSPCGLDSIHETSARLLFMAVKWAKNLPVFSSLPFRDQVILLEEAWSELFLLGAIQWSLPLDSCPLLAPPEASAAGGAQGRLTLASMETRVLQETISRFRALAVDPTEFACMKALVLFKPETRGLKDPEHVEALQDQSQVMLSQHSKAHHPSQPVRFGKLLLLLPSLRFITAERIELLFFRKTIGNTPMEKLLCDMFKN
#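 System: GST-NR2E3 and biotin-RetCOR proteins; probe or stimulus: 7 nM biotin-RetCOR; doses: compound at 4.8 µM, single dose; schedule: Compound–protein incubation for 5 h at 4 °C; detection: time-resolved FRET; read-out: percent inhibition; controls: biotin wells as high control, 0.6% DMSO wells as low control; format: 1536-well plates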
# HTR2A ag: mouse HTR2A agonism via beta-arrestin recruitment. activation, % at 7.6 µM. CHO-K1 mHTR2A beta-arrestin complementation, luminescence; percent of 30 µM serotonin response. AID 624169. actives 0.66% (n = 360,000). P35363;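 active = activation above a run cutoff, the mean activation of all tested compounds plus 3 SD, cut at about 14% in these data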;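 also: 0% = plate median of compound wells and 100% = 30 µM serotonin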
# Shn3 inh set2: inhibitors of Schnurri-3 3'UTR reporter in osteoblasts; Clone20 osteoblast Shn3 3'UTR firefly luciferase, 24 h; inhibition, % at 12.5 µM; actives 0.52% (n = 360,000);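 active = mean inhibition of at least 75% with every replicate also reaching 75%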;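 also: 0% = median of neutral control wells and 100% = pilot-screen positive control compound; some compounds past the cut are filed as inactive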
# Peg3 promoter: reduces Peg3 promoter-driven luciferase expression in HeLa; actives 1.7% (n = 360,000); inhibition, % at 20 µM; AID 588405; HeLa PEG-Prom luciferase reporter, luminescence, overnight;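 active = inhibition of at least 50% at 20 µM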
# NR2E3 ag-2: human photoreceptor-specific nuclear receptor agonism | CHO-S Gal4-NCOR/VP16-NR2E3 two-hybrid, luciferase | Q9Y5X4 | inhibition of corepressor binding, % at 3.98 µM | AID 602229 | actives 0.35% (n = 360,000);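 active = inhibition above the mean of all tested compounds plus 3 SD, cut at about 70% in these data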;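 also: 0% = DMSO with NR2E3 transfected cells and 100% = cells lacking NR2E3 construct; higher means lower luciferase signal from less NR2E3 corepressor binding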
# Numbers without * were called inactive; . = no result given.
SMILES,CaV13 FRET inh,HIF-2a inh,H9c2 protect,MITF TRPM1 inh,iPSC survival up,PDI inh,NR2E3 ag-1,HTR2A ag,Shn3 inh set2,Peg3 promoter,NR2E3 ag-2
O=C(O)c1cnn2c(-c3ccc(F)cc3)ccnc12,-1,15,-9,2,-1.9,-6,1,3,0,7,5
O=C(NCc1ccc2c(c1)OCO2)c1cnc2n(c1=O)CCS2,-7,0,30,5,-0.1,-4,3,-6,-7,-3,30
Cc1ccc(NC(=O)N2CCC(C(=O)Nc3ccc(C)cc3C)CC2)cc1,.,12,0,-7,0.1,-6,1,-1,-7,9,6
CN(C)CCCN(C(=O)c1ccc(S(=O)(=O)N2CCOCC2)cc1)c1nc2ccc(F)cc2s1,.,-36,15,-2,-0.2,13,3,0,11,-78,-24
CCn1c(Cc2ccccc2)nnc1SCC(=O)NC(C)(C)C,-5,-22,2,-6,-2.0,9,-4,-3,-4,10,-8
CCCc1ccc(-c2ccc(-c3noc(-c4ccncc4)n3)cc2)nc1,-2,-64,-9,13,-0.4,-27,-3,5,11,-52,-2
CCCc1cc(=O)n2[nH]c(C)c(-c3ccc(OC)cc3)c2n1,-3,21,16,2,-0.6,-14,0,-1,1,19,-25
Cc1cccc(/C(N)=N/OC(=O)CCCN2C(=O)c3ccccc3C2=O)c1,-5,3,-4,1,-0.9,-1,0,1,-7,6,-6
NC(=O)COC(=O)c1cc(=O)[nH]c2ccccc12,-12,20,15,6,-0.1,1,-6,3,-6,4,-17
CC(Sc1nc2ccccc2[nH]1)C(=O)NC1CCCCC1C (stereo unspecified),.,15,-5,2,-0.6,4,2,-3,10,-2,-23

# The last 4 entries of the section before open the next one:
SMILES,CaV13 FRET inh,HIF-2a inh,H9c2 protect,MITF TRPM1 inh,iPSC survival up,PDI inh,NR2E3 ag-1,HTR2A ag,Shn3 inh set2,Peg3 promoter,NR2E3 ag-2
CCCc1cc(=O)n2[nH]c(C)c(-c3ccc(OC)cc3)c2n1,-3,21,16,2,-0.6,-14,0,-1,1,19,-25
Cc1cccc(/C(N)=N/OC(=O)CCCN2C(=O)c3ccccc3C2=O)c1,-5,3,-4,1,-0.9,-1,0,1,-7,6,-6
NC(=O)COC(=O)c1cc(=O)[nH]c2ccccc12,-12,20,15,6,-0.1,1,-6,3,-6,4,-17
CC(Sc1nc2ccccc2[nH]1)C(=O)NC1CCCCC1C (stereo unspecified),.,15,-5,2,-0.6,4,2,-3,10,-2,-23
CCOC(=O)C1CCN(c2cc(=O)n(-c3ccccc3Cl)c(=O)[nH]2)CC1,.,5,5,8,4.2,-4,0,1,47,11,-10
COC(=O)Cn1ncc(N2CC(C)OC(C)C2)c(Cl)c1=O (stereo unspecified),-2,15,5,11,-0.6,2,5,-5,7,5,-18
CC(C)CN(C(=O)COC(=O)CNC(=O)c1ccc(Cl)cc1)C1CCS(=O)(=O)C1 (stereo unspecified),-7,22,-1,-3,-0.5,9,1,0,-10,20,-21
CC(C)NC(=O)CCN1C(=O)c2ccccc2Sc2ncccc21,-4,0,1,5,-0.4,2,2,-2,-3,4,-11
CC(=O)c1cc(C(=O)N2CCc3c([nH]c4ccccc34)C2CC(C)C)[nH]n1 (stereo unspecified),-1,19,-8,9,0.0,-3,4,-5,2,11,-7
Cc1cc(NC(=O)CSc2nc(-c3cccnc3)ccc2C#N)no1,-3,-10,11,-7,3.0,5,-1,4,0,8,2
Cc1cccc(C(C(=O)NC2CCCCC2)N(C(=O)c2csnn2)C2CC2)c1 (stereo unspecified),-4,3,4,7,-0.7,-3,-3,-1,20,20,-7
CCNC(=O)CN1C(=O)NC2(CCOc3ccccc32)C1=O (stereo unspecified),-4,13,2,4,0.4,1,2,4,7,14,-9
Cc1ccccc1C(=O)Nc1cc(S(=O)(=O)N2CCCCC2)ccc1N1CCN(C)CC1,-2,14,13,-11,1.6,7,-2,-8,11,12,1
Cc1c(CC(=O)NCCCC(=O)O)c(=O)oc2c(C)c3oc4c(c3cc12)CCCC4,-4,-3,-1,-5,0.3,5,1,2,-52,8,-18

# Arranged by length of the SMILES (highest first): some entries from above
SMILES,CaV13 FRET inh,HIF-2a inh,H9c2 protect,MITF TRPM1 inh,iPSC survival up,PDI inh,NR2E3 ag-1,HTR2A ag,Shn3 inh set2,Peg3 promoter,NR2E3 ag-2
CC(C)CN(C(=O)COC(=O)CNC(=O)c1ccc(Cl)cc1)C1CCS(=O)(=O)C1 (stereo unspecified),-7,22,-1,-3,-0.5,9,1,0,-10,20,-21
Cc1c(CC(=O)NCCCC(=O)O)c(=O)oc2c(C)c3oc4c(c3cc12)CCCC4,-4,-3,-1,-5,0.3,5,1,2,-52,8,-18
Cc1cccc(C(C(=O)NC2CCCCC2)N(C(=O)c2csnn2)C2CC2)c1 (stereo unspecified),-4,3,4,7,-0.7,-3,-3,-1,20,20,-7
Cc1cc(NC(=O)CSc2nc(-c3cccnc3)ccc2C#N)no1,-3,-10,11,-7,3.0,5,-1,4,0,8,2

# Later entries:
SMILES,CaV13 FRET inh,HIF-2a inh,H9c2 protect,MITF TRPM1 inh,iPSC survival up,PDI inh,NR2E3 ag-1,HTR2A ag,Shn3 inh set2,Peg3 promoter,NR2E3 ag-2
CCOc1ccc(C(=O)NNC(=O)C2CC(=O)N(c3ccc(C)cc3)C2)cc1 (stereo unspecified),-5,2,-2,7,0.1,-2,2,5,4,8,-8
O=C(Nc1nc2ccccc2[nH]1)Nc1ccccc1F,-4,-154,-14,-36,-0.6,6,2,-12,-50,-256,-121
CSCCNC(=O)C1(C)CCN1C(=O)c1sccc1C (stereo unspecified),-9,15,10,.,9.2,-32,.,-1,-34,8,-12
COc1ccc(CNCCCC(=O)Nc2c(Cl)ccc(C)c2Cl)cc1OC,-7,1,0,5,-0.1,7,6,-2,-2,-12,-6
O=C(Cn1cc(COc2ccc(Cl)c(Cl)c2)nn1)NS(=O)(=O)c1ccccc1OC(F)(F)F,-18,7,15,.,-0.1,-2,.,1,14,-11,16
Cc1cccc(C(=O)NCCCNC(=O)c2ccccn2)c1,-7,9,0,8,-0.7,-24,6,-3,-1,16,7
O=C(Nc1cccnc1)c1ccccc1-c1nc(-c2ccccc2F)no1,-7,-53,22,-25,-2.6,0,-2,-1,-11,-28,0
COc1ccc(N(CCC(=O)NCCc2ccccc2)S(=O)(=O)c2ccc(C)cc2C)cc1,-5,-87,-6,-41,-0.6,9,-4,-2,-18,-57,-43
CCN(C(=O)COC(=O)c1cc(S(=O)(=O)N2CCOCC2)ccc1F)C1CCS(=O)(=O)C1 (stereo unspecified),-5,11,-3,0,-0.4,10,-4,11,-2,-8,23
COc1ccc(C(=O)N2C=Cc3ccccc3C2C#N)cc1 (stereo unspecified),-17,9,6,.,0.3,7,.,3,11,0,0
Cn1c(C2CCCN2C(=O)OC(C)(C)C)n[nH]c1=S (stereo unspecified),-5,10,-4,6,6.5,3,-4,5,-31,5,13
CC(=O)Nc1ccc(C(=O)CS(=O)(=O)c2ccc(C)cc2)cc1,0,-3,-3,-1,4.1,-1,-1,-1,6,10,-17
CC(C)C[C@H](NC(=O)c1[nH]cnc1C(=O)Nc1ccc(Cl)cc1)C(=O)OC(C)(C)C,-11,14,6,4,5.0,-13,6,8,6,8,-5
COc1ccc(OC)c(NC(=O)CCN2CC(C)OC(C)C2)c1 (stereo unspecified),.,11,5,-5,1.2,-6,-1,3,3,1,-14
C=CCSC1=Nc2cc(OC)c(OC)cc2C2=NC(=O)CN12,1,8,1,1,0.0,-5,.,3,-1,9,-35
O=C(O)c1csc(N/N=C/c2ccc(Br)cc2)n1,-10,0,2,22,0.2,-1,.,-1,-9,8,-39
COc1cc(C(=O)Nc2ccc(Cl)c([N+](=O)[O-])c2)cc(OC)c1OC,-1,11,11,-8,4.5,2,-1,-2,0,-9,5
COc1cc(COc2ccc3c(C)c(Cc4ccccc4)c(=O)oc3c2)cc(OC)c1OC,.,2,-16,-2,-0.5,7,-3,-1,14,14,-25
CC(=O)Nc1ccc(N2CCOCC2)c(S(=O)(=O)Nc2ccccc2Cl)c1,-12,-4,8,.,-0.2,-1,.,0,0,-2,-21
CSc1ccccc1NC(=O)CN(C)CC(=O)Nc1c(F)cccc1F,-15,21,4,0,-0.7,-8,-3,2,-4,13,-8
Cc1ccc(SCC(=O)NNC(=O)CCS(=O)(=O)c2ccccc2)cc1,-6,-2,9,-6,-1.0,-3,.,1,-4,8,2
COc1ccc(NC(=O)NN2CCOCC2)cc1OC,-6,4,-1,-13,0.7,-1,0,-1,-1,7,-10
CCCCCCCCCCCCCCCC[n+]1ccc(C(N)=O)cc1,-4,80*,-11,18,-2.5,-17,-1,-3,69,98*,-3
COc1cc(OC)cc(C(=O)Nc2ncn[nH]2)c1,-7,2,3,-13,3.2,-3,1,-1,-12,3,-27
CC(O)[C@H]1CC[C@H]2[C@@H]3CC[C@H]4C[C@H](O)CC[C@]4(C)[C@H]3[C@H](O)C[C@]12C (stereo partly specified),-18,6,1,-8,2.2,-2,-5,3,8,-1,14
NS(=O)(=O)c1cccn1-c1ncc(C(F)(F)F)cc1Cl,-5,7,8,7,2.9,0,-2,-1,12,4,-25
COc1ccccc1N1CCN(c2ccc(S(=O)(=O)N3CCN(C)CC3)cn2)CC1,-7,16,-4,-3,0.3,1,.,-2,0,6,19
CCC(=O)N1C(=O)CCN(C(C)=O)c2ccccc21,.,8,9,-7,-2.6,6,1,-2,-2,-3,-19

# Quoted from the listing.
# Cc1cccc(C(C(=O)NC2CCCCC2)N(C(=O)c2csnn2)C2CC2)c1 (stereo unspecified) in MITF TRPM1 inh: 7
# CC(=O)Nc1ccc(C(=O)CS(=O)(=O)c2ccc(C)cc2)cc1 in Peg3 promoter: 10
# CN(C)CCCN(C(=O)c1ccc(S(=O)(=O)N2CCOCC2)cc1)c1nc2ccc(F)cc2s1 in HIF-2a inh: -36

# Some of the entries above, set out differently:
structure | CaV13 FRET inh | HIF-2a inh | H9c2 protect | MITF TRPM1 inh | iPSC survival up | PDI inh | NR2E3 ag-1 | HTR2A ag | Shn3 inh set2 | Peg3 promoter | NR2E3 ag-2
Cc1cccc(/C(N)=N/OC(=O)CCCN2C(=O)c3ccccc3C2=O)c1 | -5 | 3 | -4 | 1 | -0.9 | -1 | 0 | 1 | -7 | 6 | -6
NC(=O)COC(=O)c1cc(=O)[nH]c2ccccc12 | -12 | 20 | 15 | 6 | -0.1 | 1 | -6 | 3 | -6 | 4 | -17
